Source: PubChem BioAssay (The Scripps Research Institute Molecular Screening Center)
LYPLA1 counter – counter-screen for PME1 inhibitors: inhibitors of human LYPLA1 | recombinant LYPLA1, FP-Rh probe fluorescence polarization | inhibition, % at 5.9 µM | 0.16% of 320,000 active | AID 2174;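 active = inhibition above the mean of all tested compounds plus 3 SD, set per campaign, cut at about 14% in these data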;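 note: inhibitors block serine hydrolase probe labeling of LYPLA1 so polarization falls; 0% = enzyme with DMSO and 100% = wells lacking LYPLA1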
PAFAH1B3 FP inh – inhibitors of human PAFAH1B3 | Q15102 | recombinant PAFAH1B3, FP-rhodamine probe, fluorescence polarization | inhibition, % at 3.39 µM | 0.28% of 340,000 active | AID 492972;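 active = inhibition above the screen-wide average of all tested compounds plus 3 SD, cut at about 25% in these data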;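 note: 0% = enzyme with DMSO only and 100% = wells lacking PAFAH1B3 protein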
LYPLA2 counter – LYPLA2 (human) inhibition in PME1 counter-screen; O95372; recombinant LYPLA2, FP-Rh probe fluorescence polarization; inhibition, % at 5.9 µM; 0.38% of 320,000 active; AID 2177;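 active = inhibition above the screen-wide mean plus 3 SD, limit set per campaign, cut at about 26% in these data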;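 note: 0% = LYPLA2 with DMSO and 100% = wells lacking LYPLA2 enzyme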
Target sequence (O95372 whole entry, looked up): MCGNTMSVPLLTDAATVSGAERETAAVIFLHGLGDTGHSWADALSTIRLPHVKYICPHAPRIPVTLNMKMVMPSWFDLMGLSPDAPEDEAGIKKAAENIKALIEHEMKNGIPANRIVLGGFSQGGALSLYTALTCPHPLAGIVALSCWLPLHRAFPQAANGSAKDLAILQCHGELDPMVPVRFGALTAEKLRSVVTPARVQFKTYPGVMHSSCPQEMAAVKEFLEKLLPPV
GSTO1 inh – counter-screen for RBBP9 inhibitors: inhibitors of human GSTO1; P78417; recombinant GSTO1, activity-based probe fluorescence polarization; inhibition, % at 5.96 µM; 1.1% of 300,000 active;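 active = inhibition above the campaign mean inhibition plus 3 SD, cut at about 35% in these data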;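 note: 0% = GSTO1-1 with DMSO and 100% = wells lacking GSTO1-1 enzyme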
Target sequence (P78417 whole entry, looked up): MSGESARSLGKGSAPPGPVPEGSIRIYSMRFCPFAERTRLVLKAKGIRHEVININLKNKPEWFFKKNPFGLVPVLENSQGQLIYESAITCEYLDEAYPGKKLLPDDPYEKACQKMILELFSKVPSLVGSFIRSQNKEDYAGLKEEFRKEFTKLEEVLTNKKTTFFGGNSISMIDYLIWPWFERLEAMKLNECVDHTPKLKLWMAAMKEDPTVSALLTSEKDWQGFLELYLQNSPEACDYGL
PME-1 primary – blocks human protein phosphatase methylesterase 1; Q9Y570; recombinant PME-1, FP-Rh probe fluorescence polarization; inhibition, % at 5.9 µM; 0.53% of 320,000 active; AID 2130;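 active = inhibition above the campaign mean of all compounds plus 3 SD, cut at about 26% in these data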;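 note: competitive labeling of PME-1 active site by serine hydrolase directed probe; 0% = PME-1 with DMSO and 100% = wells lacking PME-1 enzyme; inhibitors block probe labeling so polarization falls and inhibition rises; many of its hits are not listed in these tables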
pPAFAH inh – inhibitors of human plasma PAF acetylhydrolase (pPAFAH); Q13093; recombinant pPAFAH, FP-rhodamine probe fluorescence polarization; inhibition, % at 3.39 µM; 1.5% of 330,000 active;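 active = inhibition above the mean inhibition across the screen plus 3 SD, cut at about 25% in these data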;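 note: inhibitors block binding of the rhodamine activity-based probe so polarization drops; 0% = enzyme with DMSO and 100% = wells lacking pPAFAH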
Target sequence (Q13093 whole entry, looked up): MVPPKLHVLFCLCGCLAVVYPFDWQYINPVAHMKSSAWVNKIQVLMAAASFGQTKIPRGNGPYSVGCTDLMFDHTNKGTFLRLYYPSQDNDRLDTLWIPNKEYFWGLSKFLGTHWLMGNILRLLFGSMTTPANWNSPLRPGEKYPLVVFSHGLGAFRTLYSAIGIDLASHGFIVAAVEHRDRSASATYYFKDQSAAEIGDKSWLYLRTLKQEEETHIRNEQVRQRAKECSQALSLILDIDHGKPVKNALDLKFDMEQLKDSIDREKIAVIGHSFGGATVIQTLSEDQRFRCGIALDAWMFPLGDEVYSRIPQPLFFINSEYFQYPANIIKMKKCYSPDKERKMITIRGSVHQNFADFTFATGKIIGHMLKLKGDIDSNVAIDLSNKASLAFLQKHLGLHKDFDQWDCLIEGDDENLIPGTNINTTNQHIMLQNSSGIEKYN
PAFAH2 inh – inhibitors of human PAFAH2 | AID 492956 | recombinant PAFAH2, FP-rhodamine activity probe, fluorescence polarization | 0.99% of 340,000 active | inhibition, % at 3.39 µM;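 active = inhibition above the mean over all tested compounds plus 3 SD, cut at about 30% in these data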;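 note: inhibitors block probe labeling of enzyme so polarization drops; 0% = enzyme with DMSO and 100% = wells lacking PAFAH2 protein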
PAFAH1B2 FP inh – inhibitors of human PAFAH1B2. inhibition, % at 3.39 µM. AID 492953. P68402. recombinant PAFAH1B2, FP-rhodamine activity probe, fluorescence polarization. 1.2% of 340,000 active;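 active = inhibition above the mean of all tested compounds plus 3 SD, cut at about 24% in these data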;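 note: 0% = enzyme with DMSO and 100% = wells lacking PAFAH1B2; many of its hits are not listed in these tables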
PAD4 inh – inhibitors of human PAD4; Q9UM07; recombinant PAD4, RCA probe fluorescence polarization; inhibition, % at 6.36 µM; 0.41% of 330,000 active; AID 485272;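 active = percent inhibition above a cutoff equal to the mean of all tested compounds plus 3 SD, cut at about 15% in these data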;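 note: 0% = PAD4 with RCA probe and DMSO and 100% = probe without PAD4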
The depositor's hits bear a star; . = not tested or not shown.

Every second line gives: PME-1 primary	LYPLA2 counter	pPAFAH inh	PAFAH1B3 FP inh	LYPLA1 counter	PAFAH1B2 FP inh	PAFAH2 inh	PAD4 inh	GSTO1 inh
> CCOc1ccc(S(=O)(=O)N2CCC(C(=O)NCC3CCCO3)CC2)cc1Cl (stereo not given)
 : -3.5	-4.4	-3.8	-3.2	-1.2	5.3	5.8	3.9	1.2
> c1ccc(-c2cn3nc(-c4ccccc4)cnc3n2)cc1
 : 4.6	-2.3	0.9	-3.6	2.5	-0.5	8.5	4.7	1.5
> CC(C)c1c(O)nc(SCC(=O)N2CCOCC2)[nH]c1=O
 : 4.8	3.2	-2.3	-0.8	-1.8	0.1	2.1	-2.2	11.3
> Cc1cc(C)c(C)c(S(=O)(=O)Nc2cccnc2)c1C
 : 5.5	3.4	-4.1	7.0	6.3	9.1	7.5	-4.0	1.3
> C/C(=N\Nc1nc2ccccc2[nH]1)c1ccccn1
 : 5.0	4.7	1.2	9.1	-0.5	2.5	9.8	-3.8	-4.4
> COc1ccc2cc(CCNC(=O)c3cccs3)c(=O)[nH]c2c1
 : 0.2	6.3	-3.9	0.6	6.0	-4.9	-4.0	-4.4	2.7
> CC(C)n1c(=S)[nH]c2cc(C(F)(F)F)ccc21
 : -0.2	-2.9	3.4	-4.2	0.0	4.6	4.3	-1.2	-1.9
> S=C(NCCc1ccc(Cl)cc1)NC1CCCC1
 : 5.8	7.5	5.7	-0.5	2.0	26.6*	-0.2	-0.7	0.7
> CCCCOc1ccc(/C=N/NC(=O)C2CCCNC2=O)cc1 (stereo not given)
 : -2.5	-0.5	4.0	-1.5	0.5	4.7	-1.0	3.3	0.1
> CC(C)[C@H](N[C@@H](C)c1ccccc1)c1c(O)ccc2ccccc12
 : 0.9	-4.9	6.0	11.8	0.1	16.2	-2.9	-4.8	-0.6
> COc1ccc(Cc2nnc(Cl)c3ccccc23)cc1OC
 : 1.6	3.5	-1.8	4.2	0.4	-1.5	-3.8	4.3	12.0
> CC1CCCCC12NC(=O)N(CC(=O)N1CCN(C(=O)c3ccco3)CC1)C2=O (stereo not given)
 : -4.1	9.0	-2.9	-4.6	1.5	2.2	-1.9	-0.9	.
> COc1ccccc1NC(=O)COC(=O)CC(C)(C)CC1=NS(=O)(=O)c2ccccc2N1
 : 10.5	-1.0	4.4	2.9	3.0	1.6	9.5	-1.0	6.1
> COc1cc(C2C(C(C)=O)=C(O)C(=O)N2CCc2ccc(OC)c(OC)c2)ccc1O (stereo not given)
 : -6.2	8.8	-2.5	-1.8	2.4	1.2	2.6	-6.8	10.3
> O=C(Nc1nn[nH]n1)c1cccc(Oc2ccccc2)c1
 : -7.3	-9.6	1.5	3.1	-3.2	6.2	-8.8	0.1	5.9
> Cc1ccc(O)c(C2=NCCNC(C(F)(F)F)=C2)c1
 : 6.2	4.7	5.7	5.1	4.9	2.4	0.8	1.4	8.0
> COC(=O)NCC1(C)CC(NC(=O)OC)CC(C)(C)C1 (stereo not given)
 : -0.6	-5.6	-2.2	7.7	4.0	7.6	-2.3	-0.6	1.4
> COc1ccc(C)cc1NC(=O)c1ccc2c(SCC(=O)O)c3c(nc2c1)CCCC3
 : -6.7	-9.4	3.2	-8.3	-7.6	0.8	-11.3	-7.3	-30.5
> CCn1c(COc2cccc(OC)c2)nnc1SCC(=O)Nc1cc(OC)ccc1OC
 : 14.0	-3.0	3.6	4.1	-3.6	2.1	-3.8	4.5	6.1
> CC1Cc2ccccc2N1C(=O)CSc1nnc(-c2ccc(S(=O)(=O)N3CCCC3)cc2)n1C (stereo not given)
 : -8.4	3.5	-7.0	3.4	-2.5	3.0	-1.6	-5.8	2.6
> COc1cc(/C=N/NC(=O)c2cccc(NC(=O)c3ccccc3Cl)c2)ccc1O
 : 24.8	-12.0	10.2	6.3	-6.8	-0.7	-3.7	-5.8	-3.4
> Cc1ccc(OC(=O)NC2CCS(=O)(=O)C2)cc1C (stereo not given)
 : 3.0	-2.8	0.0	-0.3	-0.2	0.1	0.4	-1.4	-2.2
> CN(CCCNC(=O)CSc1cc(=O)n(C)c2ccc(Cl)cc12)Cc1ccccc1
 : -4.8	-0.5	2.4	0.6	1.0	3.9	2.1	-5.6	-2.5
> COc1cc(NC(=O)c2ccc(NS(=O)(=O)c3c(C)noc3C)cc2)cc(OC)c1
 : -6.1	-2.4	6.5	8.0	0.0	2.7	-2.9	-2.7	-2.3
> CCOC(=O)N1CCN(C(=O)c2ccccc2N(Cc2ccccc2)S(=O)(=O)c2ccccc2)CC1
 : 0.7	5.7	0.6	2.4	-1.2	-3.7	-4.5	-4.5	7.0
> CC(CNC(=O)c1ccccc1Cl)NC(=O)c1ccccc1Cl (stereo not given)
 : 2.5	-4.8	4.1	.	-4.4	.	.	-1.8	0.5
> Cc1ccc(S(=O)(=O)Nc2ccc3c(c2)C(=O)NC3=O)cc1[N+](=O)[O-]
 : 10.4	1.1	-0.1	6.9	0.2	7.0	-0.4	-3.0	1.5
> CC(=O)c1sc(C(C)(C)C)cc1NC(=O)CCC(=O)O
 : -3.5	-6.3	1.0	2.0	-6.9	6.0	2.2	-0.2	1.9
> NS(=O)(=O)c1ccc(NC(=O)COC(=O)CSc2n[nH]c(-c3ccccc3)n2)cc1
 : -6.9	-0.8	2.8	12.4	-1.9	5.3	-3.0	3.9	-1.7
> CC(C)CN(C(=O)C1CCCCC1)C1CCS(=O)(=O)C1 (stereo not given)
 : 2.5	1.0	4.1	4.6	1.6	10.8	0.4	-3.3	-0.8
> O=C(C1CC12CCCC2)N1CCC(CO)(Cc2ccccc2Cl)CC1 (stereo not given)
 : 10.1	3.4	-3.8	5.1	-4.3	13.7	-2.2	0.8	1.8
> O=C(c1cccs1)N1N=C(c2ccc(O)cc2)CC1c1ccccc1 (stereo not given)
 : 5.5	-16.0	-2.6	-5.6	-9.7	2.2	3.0	-0.1	-2.3
> CC(=O)Nc1ccc(NC(=O)Nc2cc(C)cc(C)c2)cc1
 : -0.2	6.4	6.5	.	-0.2	.	.	5.5	-2.5
> O=C(CSc1nnc(Cn2c(=O)sc3ccccc32)n1-c1ccccc1)Nc1nccs1
 : -1.1	-4.3	1.5	6.3	-2.5	0.7	9.7	4.9	-0.2
> CCSc1nc2ccccc2c(=O)n1-c1c(C)n(C)n(-c2ccccc2)c1=O
 : 5.8	2.6	-1.6	15.3	2.9	-1.6	0.4	2.5	0.1
> CC(C)Nc1nnc(SCC(=O)Nc2ccc(F)cc2)s1
 : -4.0	-0.8	-2.6	-0.1	1.7	-3.9	6.5	-1.3	-2.7
> CCOc1ccccc1NC(=O)Cn1nnc(-c2ccc(OCC)c(OCC)c2)n1
 : -4.8	2.1	4.0	-10.8	1.8	-5.6	-6.7	1.9	-1.5
> COc1ccc(NC(=O)C(C)N(c2ccc(C)cc2)S(C)(=O)=O)c(OC)c1 (stereo not given)
 : -2.6	5.8	2.9	1.7	-1.4	3.2	1.9	-5.8	-14.4
> Cc1ccn2c(C(=O)N/N=C\c3ccc4c(c3)OCO4)c(C)nc2c1
 : 0.2	4.9	1.3	7.3	3.6	3.9	1.0	-2.4	1.7
> Cc1nn2c(-c3ccccc3)c(-c3ccccc3)nc2[nH]c1=O
 : 4.0	1.4	7.9	2.5	-1.3	6.7	-1.6	-2.6	5.5
> Cc1nc2ccccc2c2oc(C(=O)N3CCN(C(=O)c4ccco4)CC3)cc12
 : 5.8	-2.6	-4.0	12.6	-1.8	-2.9	1.8	2.7	2.2
> O=C(Cn1nnc(-c2ccccc2-n2cnnn2)n1)c1ccccc1
 : 2.9	10.9	2.1	-0.1	3.0	2.9	7.7	-0.8	-3.9
> Cc1ccc(S(=O)(=O)NCc2c(Cl)cccc2Oc2ccccc2)cc1
 : -0.8	-10.3	-5.7	1.2	-5.0	2.4	-2.2	-5.4	-2.1
> Clc1ccc(SCCCCn2ccnc2)cc1
 : -0.4	9.6	4.6	8.6	5.5	71.1*	1.9	-3.1	2.0
> O=C(CCc1ccc(S(=O)(=O)NCc2ccccc2)cc1)NCc1cccnc1
 : 0.5	4.3	15.7	3.7	2.0	5.2	6.8	-1.2	6.2
> NC1=NC[C@H](Cc2ccccc2)N1CC1CCCCC1
 : -0.5	0.9	5.7	4.6	-0.9	-2.9	-2.1	-3.3	1.1
> COc1ccc(NC(=O)CSc2nnc3ccc(-c4ccccn4)nn23)cc1OC
 : -3.5	-1.5	3.9	4.3	-1.2	2.8	-6.0	0.2	2.9
> NCCCC[C@@H]1NC(=O)[C@H](CCC(=O)O)NC(=O)c2cc([N+](=O)[O-])cc(I)c2NCC[C@@H](C(N)=O)NC1=O
 : 1.6	6.2	3.5	13.1	2.4	1.4	2.6	1.6	-8.8
> O=C1CCCc2c1cc(C(=O)NCCCN1CCOCC1)c(=O)n2-c1ccc(Cl)cc1
 : -2.8	-2.5	4.8	0.4	1.4	6.5	1.1	-1.2	0.1
> COc1ccc(C2N(C(C)=O)CCN2S(=O)(=O)c2ccc(C)cc2)cc1 (stereo not given)
 : -0.3	-0.3	-2.0	9.0	-0.2	2.0	-6.2	-5.3	12.0
> COc1ccc(/C=C2\SC(=S)N(CCCC(=O)Nc3ccccc3C(=O)O)C2=O)cc1OC
 : -5.5	-5.0	7.3	-11.9	-0.7	2.7	2.3	-2.2	-8.2
> COc1ccc(OCC(=O)NNC(=O)c2cccc(C)c2)cc1
 : -3.7	2.8	-0.8	5.0	0.5	4.3	-1.4	5.0	-0.6
> O=C(COC(=O)c1ccc(Cl)c(Cl)c1)Nc1cccnc1Cl
 : -2.9	4.1	8.2	9.5	1.6	4.2	3.4	-4.0	1.1
> CCNc1nc(NCC)nc(N/N=C/c2cc(OC)c(OC)c(OC)c2)n1
 : -3.5	2.8	5.0	-1.6	0.0	7.9	9.7	2.0	4.0
> CN1C=CC=C/C1=C1\SC(=S)N(c2ccccc2)C1=O
 : -6.2	3.5	-0.2	-6.5	-0.6	1.6	-6.8	-3.9	14.8

The list is partial. The share of hits here may be higher or lower than overall.
